NPY2 pot ag – human NPY-Y2 potentiation or agonism, primary screen; 0.45% of 220,000 active; cells expressing NPY-Y2, potentiator/agonist read-out; activation, % at 3.6 µM; in the data active means activation above about 27%;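 further: cells stimulated with NPY near EC25 plus isoproterenol at EC100; 0% = vehicle plus submaximal agonist and 100% = vehicle plus saturating agonist; some results beyond the cut were filed as inactive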
S1P4 ag – human S1P4 receptor agonism; O95977; S1P4-expressing cell line, agonist reporter assay; activation, % at 4.98 µM; 0.35% of 220,000 active; AID 1509; in the data active means activation above about 11%;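 further: 0% = DMSO vehicle and 100% = reference agonist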
S1P4 antag – blocks the human S1P4 receptor. O95977. S1P4-expressing cells, antagonist mode, reporter read-out. inhibition, % at 4.98 µM. 0.26% of 220,000 active; in the data active means inhibition above about 29%;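 further: 0% = wells stimulated with agonist and 100% = vehicle wells without agonist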
EP2 modulator – modulators of human EP2 prostaglandin E2 receptor | P43116 | EP2-expressing cells, cAMP HTRF FRET, PGE2 co-stimulation | induction, % at 25 µM | 0.83% of 260,000 active | AID 940;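 active means compounds whose cAMP rise, as percent of the full-agonist control response, exceeds 60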;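 further: rat C6 glioma line stably carrying human EP2 under a CMV promoter; the protocol text gives 20 µM as final concentration; 100% = response of wells given 1 µM PGE2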
NPY Y1 blocker – blocks the human neuropeptide Y Y1 receptor. AID 1040. HEK293-CNG Y1 cells, membrane potential fluorescence; NPY at EC95, then isoproterenol. inhibition, % at 3.6 µM. 1% of 200,000 active;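 active means inhibition above the campaign mean inhibition of all tested compounds plus 3 SD, cut at about 20% in these data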;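 further: 0% = DMSO wells given NPY plus isoproterenol and 100% = isoproterenol alone without NPY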
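Material: HEK293 cells co-expressing NPY Y1 receptor and cyclic-nucleotide gated channel. Timing: compound incubation 1 h at room temperature, readout 45 min post-stimulation. Signal: fluorescence, membrane potential probe.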
p97 ATPase inh – blocks human p97 ATPase activity; P55072; 0.42% of 220,000 active; recombinant p97 ATPase, Kinase-Glo ATP luminescence, 3 h; AID 1481; inhibition, % at 8 µM; in the data active means inhibition above about 15%;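 further: 0% = DMSO vehicle and 100% = wells lacking enzyme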
PGE2 EP2 inh – blocks the human prostaglandin E2 receptor EP2 | P43116 | C6 glioma cells expressing human EP2, cAMP TR-FRET; cells stimulated with saturating PGE2 | inhibition, % at 25 µM | 0.52% of 260,000 active;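 active means percent inhibition above 40 after rounding to a whole number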;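 further: rat C6 glioma host cells with rolipram phosphodiesterase inhibitor present; the protocol text gives 20 µM as final concentration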
NPY-Y1 PAM-ag – potentiators or agonists of human neuropeptide Y receptor Y1; P25929; activation, % at 3.6 µM; AID 1304; 0.37% of 220,000 active; NPY-Y1 expressing cells, potentiator/agonist activation; in the data active means activation above about 33%, passing the limit was not always enough;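 further: cells stimulated with NPY at EC10 then isoproterenol at EC100; 0% = low agonist plus stimulus and 100% = saturating agonist plus stimulus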
eIF4E-4G inh – eIF4E/eIF4G interaction inhibition in translation initiation; P63073+Q04637; 0.37% of 220,000 active; TR-FRET eIF4E-eIF4GI(517-606) binding, 2 h; inhibition, % at 21.7 µM;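 active means inhibition above about 30%, limit read from the data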;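 further: 0% = full FRET control wells and 100% = background wells lacking eIF4GI fragment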
* marks the source's active call; other numbers are inactive results; · = not tested or not shown; & = joins results of further samples; [ ] = dose if it differs, or a comment. An excerpt; rates above refer to the full screens.

SMILES	NPY2 pot ag	S1P4 ag	S1P4 antag	EP2 modulator	NPY Y1 blocker	p97 ATPase inh	PGE2 EP2 inh	NPY-Y1 PAM-ag	eIF4E-4G inh
CCOc1ccc(C(=O)NCC(=O)OCC(=O)N2CCCC2)cc1	4.2	1.7	-6.6	13.2	1.5	-3.7	5.5	-3.6	2.2
C/C(=N/NC(=O)c1ccncc1)c1c[nH]c2ccccc12	3.8	0.8	-14.2	-38.7	2.7	3.2	2.8	-14.9	2.2
COc1ccccc1-c1nnc(SC2CCc3ccccc3NC2=O)s1 (stereo unspecified)	-8.9	0.8	5.8	-44.5	5.3	1.8	17.4	-36.8	0.6
O=C(CN(CCc1ccccc1)S(=O)(=O)c1ccc(Cl)cc1)N/N=C/c1ccccc1C(=O)O	-11.6	-1.8	-11.5	-7.4	7.8	-7.5	0.0	-15.5	0.5
OCCN1CCN(CC(O)C(F)(F)F)CC1 (stereo unspecified)	5.3	-0.2	-5.8	24.9	0.5	3.0	3.4	5.2	-5.5
Cc1c(CN(C)C)c2c(n1C)C(=O)c1ccc(Br)cc1-2	-2.7	-2.6	0.7	-46.1	0.7	0.3	33.7	12.8	0.0[fluorescence artefact?]
CCN(CC)c1ccc(/C=N/NC(=O)Cc2ccc(OC)c(OC)c2)cc1	-8.7	-0.7	-1.1	-48.3	·	-5.2	5.9	-0.9	5.3
COc1ccc(-n2nc(C)c3onc(C)c3c2=O)cc1	12.5	1.0	2.4	13.8	·	8.8	15.2	1.7	4.0
O=C(NCCOc1ccc(F)cc1)c1ccccc1SCc1ccccc1	1.6	4.9	-31.9	-15.1	-2.2	-3.2	4.9	-23.8	1.6
Cc1ccccc1NC(=O)N(C(C)C)C(C)C	10.5	0.2	4.9	13.1	-4.2	5.5	7.5	10.1	9.0
CCS(=O)(=O)N1CCC(C(=O)NCCCN2CCCCCC2)CC1	1.7	-1.4	-0.1	14.6	-2.7	4.8	10.5	12.2	1.3
CC(C)[C@H](NC(=O)c1ccccc1)C(=O)OCC(=O)Nc1ccc(Cl)cc1C(F)(F)F	-10.0	2.5	-11.0	9.4	1.7	-1.6	7.0	-3.8	-4.0[fluorescence artefact?]
COc1ccccc1-n1c(SCC(=O)O)nc2sc3c(c2c1=O)CCC3	3.5	-0.3	8.7	-5.8	·	-1.3	7.9	-23.9	-1.4
O=C(N/N=C/c1ccccc1O)c1cc(=O)[nH]c2ccccc12	6.1	0.1	-0.3	-5.6	1.1	3.7	10.2	12.4	39.6*[fluorescence artefact?]
COc1nc(NCc2ccco2)nc(N2CCC(C)CC2)n1	-1.1	-0.6	-3.1	-16.5	-3.5	-0.3	10.7	-1.6	8.0

2 entries from above, with values under each structure.
Each structure is followed by: NPY2 pot ag	S1P4 ag	S1P4 antag	EP2 modulator	NPY Y1 blocker	p97 ATPase inh	PGE2 EP2 inh	NPY-Y1 PAM-ag	eIF4E-4G inh
> OCCN1CCN(CC(O)C(F)(F)F)CC1 (stereo unspecified)
  5.3	-0.2	-5.8	24.9	0.5	3.0	3.4	5.2	-5.5
> Cc1c(CN(C)C)c2c(n1C)C(=O)c1ccc(Br)cc1-2
  -2.7	-2.6	0.7	-46.1	0.7	0.3	33.7	12.8	0.0[fluorescence artefact?]

Further entries:
SMILES	NPY2 pot ag	S1P4 ag	S1P4 antag	EP2 modulator	NPY Y1 blocker	p97 ATPase inh	PGE2 EP2 inh	NPY-Y1 PAM-ag	eIF4E-4G inh
Cc1[nH]n2c(=O)c(C#N)c(-c3ccccc3)nc2c1-c1ccccc1	16.6	-0.1	-12.1	10.2	-4.1	3.8	3.2	1.4	11.2
CCc1ccc(OCCCC(=O)O)c(Br)c1	-4.5	2.1	-6.4	-2.1	7.1	3.7	9.4	-25.1	3.8
COc1cc2c3c(c1OC)C1(C=CC(=O)C=C1)CC3N(C(C)=O)CC2 (stereo unspecified)	0.2	1.5	-35.6	16.3	0.3	2.2	11.1	1.6	6.0
O=C(COc1ccccc1)NCc1n[nH]c(=S)n1-c1ccccc1	-16.1	0.4	3.4	5.4	2.9	6.1	10.2	10.1	-1.1
CCC(=O)Nc1ccc(S(=O)(=O)N2CCOCC2)cc1	2.0	-0.5	-9.1	-2.0	8.8	3.0	23.8	0.1	3.9
CCN1C(=O)OC2(CCCCC2)C1(C)O (stereo unspecified)	3.6	0.9	-5.9	23.2	-1.2	4.5	9.5	-29.8	-0.9
COc1cc(/C=C/C(=O)OCC(=O)NC2CC2)cc(S(=O)(=O)N2CCc3ccccc32)c1OC	9.1	3.1	-8.3	5.9	-2.0	-2.0	9.0	-9.7	-3.2
O=C(Nc1ccc(F)c(Cl)c1)Nc1ccc(Cl)cn1	-12.0	0.4	-17.4	-23.9	0.0	4.8	5.1	-5.2	-1.6
O=C(O)/C=C/C(=O)NC1CCS(=O)(=O)C1 (stereo unspecified)	-4.4	0.9	-19.0	22.1	-0.7	5.4	7.2	7.0	-2.2
Cc1ccc2c(c1)-c1c(cnn1CC(=O)N(Cc1ccco1)C1CCCCC1)CO2	8.9	-0.3	-1.7	52.3	1.7	3.2	7.8	6.1	7.5
Cc1cc(C)c(C(=O)COC(=O)c2cccnc2Cl)c(C)c1	8.1	1.5	4.5	-18.2	12.1	0.0	5.7	-6.4	-2.1
Cc1nnnn1-c1ccc(CC(=O)O)cc1	-6.9	1.9	1.1	-0.9&14.8	-1.2	8.0	7.3&3.1	21.1	-6.2
CCCCCOC(=O)C1C2C=CC3(CN(c4ccccc4C)C(=O)C13)O2 (stereo unspecified)	9.4	3.4	4.4	28.5	-5.8	-6.2	6.2	2.6	6.4
O=C(CSc1nc2ccc(Cl)cc2o1)NCc1ccc2c(c1)OCO2	-33.3	2.0	-4.6	-10.6	16.4	-2.2	13.0	-42.8	-7.6
Cc1sc2nc(SCC(=O)C(C)(C)C)n(Cc3ccco3)c(=O)c2c1C	-8.4	-1.2	0.5	38.2	28.9*	1.4	3.2	-20.2	-2.8[fluorescence artefact?]
Cc1cccc(C)c1NC(=O)c1cccc(COc2cc(Cl)ccc2Cl)c1	-8.2	-0.2	-12.3	-35.4	-4.1	-2.2	9.3	-19.1	-2.8[fluorescence artefact?]
CCC/C=N/NC(=O)c1cc(-c2ccccc2)nc2ccccc12	3.2	-1.8	-6.2	-16.8	4.1	6.1	3.3	-2.0	-1.6
CCCCn1c(-c2cccs2)nc2nc3ccccc3nc21	-6.6	3.2	-12.5	38.6	4.1	-2.1	4.2	-5.8	2.0
CC(C(=O)N1CCN=C1c1ccccc1)N1C(=O)c2ccccc2C1=O (stereo unspecified)	6.7	-0.6	-4.0	14.2	·	5.0	5.1	-1.7	-2.4
COC(=O)c1c(NC(C)=O)sc(C(=O)Nc2ccccc2C)c1C	-1.9	-1.1	-1.9	-14.5	-1.0	3.2	7.1	15.4	2.5
CCOC(=O)c1sc(=NC(=O)/C=C/c2ccccc2)n(C)c1C	3.0	-1.2	-10.3	-24.9	-0.6	0.2	5.8	-7.9	3.8
O=C(CSc1nc(-c2ccccc2)c(-c2ccccc2)[nH]1)NCc1ccco1	-9.7	1.5	0.2	41.4	9.3	-4.1	1.4	-5.0	-4.1
COc1ccc(CNC(=O)C(c2ccco2)N(Cc2cccs2)C(=O)Cc2cccs2)cc1 (stereo unspecified)	-5.2	1.0	-5.0	15.3	-0.6	-3.9	14.4	4.1	1.2
COc1ccc(S(=O)(=O)N2CCCCC2)cc1NC(=O)c1ccc(=O)[nH]c1	-3.8	-1.3	-22.1	1.4	1.6	0.1	18.7	-18.7	-2.8
CCC1CCC2(CC1)NC(=O)N(CC(=O)c1c(C)[nH]c3ccccc13)C2=O (stereo unspecified)	13.0	0.4	-21.8	-26.8	-4.0	9.6	8.7	25.9	-6.6
Cc1ccc2nc(NC(=O)C3CCCN(S(=O)(=O)c4cccc5nsnc45)C3)sc2c1 (stereo unspecified)	23.9	0.7	-6.3	-23.3	-10.2	-5.0	10.1	21.1	-16.5
CCOC(=O)c1c(C)c(C(=O)Nc2ccc(N(C)C)cc2)c(C)n1CC	-14.4	-1.0	1.9	13.1	8.7	1.3	10.1	11.6	-0.9
O=C(c1ccccc1)N1CCN(C(=S)NCCc2ccccc2)CC1	-0.2	0.5	-18.2	-12.1	-2.4	0.9	12.0	-1.5	1.3
CCCCSc1nc2ccc(Nc3nc(N4CCOCC4)nc(N4CCOCC4)n3)cc2s1	-2.5	1.1	-10.8	11.5	2.4	2.1	9.3	-1.4	-1.3
Fc1ccc(N2CCN(Cc3ccccn3)CC2)cc1	6.4	-0.8	-8.9	-14.1&27.8	5.7	9.7	10.1&2.8	1.6	1.6
CCOC(=O)c1cc(=O)c2ccc(OCC(=O)Nc3ccccc3)cc2o1	-19.2	0.6	0.9	-13.9	·	-2.4	14.0	-12.5	5.1
O=C(CN1C(=O)c2ccccc2C1=O)Nc1ccccc1C(=O)N1CCCC1	-8.0	0.1	-16.4	9.0	-3.8	1.2	3.4	-31.1	6.0[fluorescence artefact?]
CC1=CC(=O)C=C(C)C1=NOc1ccccc1[N+](=O)[O-]	6.5	-0.4	-2.1	-29.2	-4.9	5.9	14.8	-11.4	1.0
CCN1CCN(C(c2ccccc2F)c2nnnn2Cc2ccc3c(c2)OCO3)CC1 (stereo unspecified)	-14.6	2.1	-5.8	3.7	-3.7	-2.9	5.7	-13.5	6.2
COc1ccc(N2CCN(Cc3nnnn3C3CCCCC3)CC2)cc1	21.0	-1.7	-6.2	-7.3	-4.4	2.8	1.9	19.9	5.0
O=C(O)CCSc1ccccn1	-2.7	0.9	-14.7	19.3	-2.5	-1.4	5.8	-3.9	-1.0

In the list so far, these have two or more sulfur atoms.
SMILES	NPY2 pot ag	S1P4 ag	S1P4 antag	EP2 modulator	NPY Y1 blocker	p97 ATPase inh	PGE2 EP2 inh	NPY-Y1 PAM-ag	eIF4E-4G inh
COc1ccccc1-c1nnc(SC2CCc3ccccc3NC2=O)s1 (stereo unspecified)	-8.9	0.8	5.8	-44.5	5.3	1.8	17.4	-36.8	0.6
COc1ccccc1-n1c(SCC(=O)O)nc2sc3c(c2c1=O)CCC3	3.5	-0.3	8.7	-5.8	·	-1.3	7.9	-23.9	-1.4
Cc1sc2nc(SCC(=O)C(C)(C)C)n(Cc3ccco3)c(=O)c2c1C	-8.4	-1.2	0.5	38.2	28.9*	1.4	3.2	-20.2	-2.8[fluorescence artefact?]
COc1ccc(CNC(=O)C(c2ccco2)N(Cc2cccs2)C(=O)Cc2cccs2)cc1 (stereo unspecified)	-5.2	1.0	-5.0	15.3	-0.6	-3.9	14.4	4.1	1.2
Cc1ccc2nc(NC(=O)C3CCCN(S(=O)(=O)c4cccc5nsnc45)C3)sc2c1 (stereo unspecified)	23.9	0.7	-6.3	-23.3	-10.2	-5.0	10.1	21.1	-16.5
CCCCSc1nc2ccc(Nc3nc(N4CCOCC4)nc(N4CCOCC4)n3)cc2s1	-2.5	1.1	-10.8	11.5	2.4	2.1	9.3	-1.4	-1.3

Screening data from PubChem.
